M4 PAM: human M4 muscarinic receptor positive allosteric modulators, primary screen, CHO-K1 cells, Fluo-8 calcium fluorescence. CHO-K1 hM4/Gqi5, ACh EC20; 0% = ACh EC20, 100% = maximal ACh. activation, % at 3 µM. AID 624126, 2012. 0.4% of 360,000 active;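 active = activation above its plate's cutoff, the mean activation of sample wells plus 3 SD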; note: some results filed as inactive read as strong as hits
Target sequence (P08173 whole entry, looked up): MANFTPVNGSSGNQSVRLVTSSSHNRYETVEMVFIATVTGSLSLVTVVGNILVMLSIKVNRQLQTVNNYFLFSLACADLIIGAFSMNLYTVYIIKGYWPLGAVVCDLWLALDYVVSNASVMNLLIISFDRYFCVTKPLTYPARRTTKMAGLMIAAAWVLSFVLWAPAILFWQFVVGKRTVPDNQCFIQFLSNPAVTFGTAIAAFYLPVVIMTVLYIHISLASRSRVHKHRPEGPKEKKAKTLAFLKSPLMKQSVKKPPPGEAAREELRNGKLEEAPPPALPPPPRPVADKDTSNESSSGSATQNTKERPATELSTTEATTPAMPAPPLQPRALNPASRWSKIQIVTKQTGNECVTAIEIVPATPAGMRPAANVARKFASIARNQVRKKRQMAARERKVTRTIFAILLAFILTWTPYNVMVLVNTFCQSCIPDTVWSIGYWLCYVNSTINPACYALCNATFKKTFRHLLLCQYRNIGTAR
CHRM4 agonist: human M4 muscarinic receptor agonists, primary screen, CHO-K1 cells, Fluo-8 calcium fluorescence; Muscarinic acetylcholine receptor M4 (Homo sapiens), P08173; CHO-K1 hM4/Gqi5; vehicle 0%, full acetylcholine response 100%; activation, % at 3 µM; 0.14% of 360,000 active; AID 624127, 2012;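 active = activation above the run mean over all test wells plus 3 SD, cut at about 32% in these data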;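 note: peak over basal fluorescence ratio per well then scaled between controls; 0% = DMSO wells and 100% = acetylcholine at EC100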
M1 PAM parental: nonselective calcium activators in parental CHO-K1 cells, primary screen, counter-screen for M1 PAM project, cell-based, Fluo-8 calcium fluorescence, full deck, 1536-well; activation, % at 3 µM; 0.02% of 360,000 active; ATP EC20; 0% at ATP EC20, 100% at ATP max; AID 602247, 2012;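 active = activation above the run cutoff, the mean activation of all test compounds plus 3 SD, cut at about 40% in these data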;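 note: peak over basal fluorescence ratio in a 140 s read after ATP addition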
CHO-K1 Ca ag: counter-screen for M1 agonists: effect in parental CHO-K1 cells. Fluo-8 calcium fluorescence; scaled to maximal ATP response, vehicle zero. activation, % at 3 µM. 0.48% of 360,000 active. AID 602248, 2012; in the data active = activation above about 15%;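 note: untransfected CHO-K1 host cells lacking M1 receptor as counterscreen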
M5 antag: human M5 muscarinic receptor antagonists, primary screen, CHO cells, Fluo-8 calcium fluorescence | Muscarinic acetylcholine receptor M5 (Homo sapiens), P08912 | CHO-hM5 cells, ACh EC80 | inhibition, % at 3 µM | 0.59% of 360,000 active | AID 624040, 2012;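 active = inhibition above a per-plate cutoff, the mean of that plate's test compounds plus 3 SD, cut at about 27% in these data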;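 note: 0% = acetylcholine EC80 with DMSO and 100% = DMSO without agonist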
Target sequence (P08912 whole entry, looked up): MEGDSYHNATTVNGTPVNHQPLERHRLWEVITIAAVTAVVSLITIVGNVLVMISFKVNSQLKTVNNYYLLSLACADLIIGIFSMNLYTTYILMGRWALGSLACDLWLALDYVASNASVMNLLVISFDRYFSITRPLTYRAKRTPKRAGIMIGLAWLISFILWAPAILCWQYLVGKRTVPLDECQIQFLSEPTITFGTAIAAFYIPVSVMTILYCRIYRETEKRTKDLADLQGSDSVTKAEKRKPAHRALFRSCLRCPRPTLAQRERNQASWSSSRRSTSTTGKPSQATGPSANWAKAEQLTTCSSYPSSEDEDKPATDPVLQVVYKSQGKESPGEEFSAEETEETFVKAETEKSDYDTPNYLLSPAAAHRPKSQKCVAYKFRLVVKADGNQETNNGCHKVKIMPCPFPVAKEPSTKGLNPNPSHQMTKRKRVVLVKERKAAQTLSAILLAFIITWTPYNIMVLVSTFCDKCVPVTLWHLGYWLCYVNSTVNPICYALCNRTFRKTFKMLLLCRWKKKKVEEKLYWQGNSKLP
M5 ag: human M5 muscarinic receptor agonists, primary screen, CHO-K1 cells, Fluo-8 calcium fluorescence. 0.19% of 360,000 active. activation, % at 3 µM. Muscarinic acetylcholine receptor M5 (Homo sapiens), P08912. CHO-K1 hM5 cells; 0% DMSO wells, 100% maximal acetylcholine response. AID 624037, 2012;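 active = activation above the run's mean over test compounds plus 3 SD, cut at about 23% in these data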;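 note: signal is peak over basal fluorescence ratio across the kinetic read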
M4 antag: human M4 muscarinic receptor antagonists, primary screen, CHO cells, Fluo-8 calcium fluorescence; 0.73% of 360,000 active; Muscarinic acetylcholine receptor M4 (Homo sapiens), P08173; inhibition, % at 3 µM; CHO-hM4 cells, ACh EC80;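 active = inhibition above its plate's cutoff, the mean inhibition of sample wells plus 3 SD, cut at about 27% in these data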;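 note: 0% = acetylcholine EC80 with DMSO and 100% = DMSO without agonist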
M5 PAM: human M5 muscarinic receptor positive allosteric modulators, primary screen, CHO-K1 cells, Fluo-8 calcium fluorescence. Muscarinic acetylcholine receptor M5 (Homo sapiens), P08912. CHO-K1 hM5, ACh EC20 PAM; 0% = ACh EC20, 100% = ACh EC100. activation, % at 3 µM. 0.3% of 360,000 active. AID 624038, 2012;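 active = activation above the run cutoff, the mean activation of all test compounds plus 3 SD, cut at about 18% in these data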
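system = human M5 receptor in CHO-K1 cells | reagent = EC20 acetylcholine as agonist stimulus | compound dosing = single-point, 3 µM nominal | incubation = Fluo-8 loading 80 min at 37 °C plus 30 min room temperature | detection = Fluo-8 calcium dye fluorescence, kinetic read | benchmarks = low control EC20 acetylcholine (0%), high control EC100 acetylcholine (100%)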
CHO-K1 Ca antag: M1 antagonist counterscreen hit in parental CHO-K1 cells. ATP-induced calcium, Fluo-8 fluorescence. inhibition, % at 3 µM. 0.6% of 360,000 active;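 active = inhibition above a per-plate cutoff, the plate's mean sample inhibition plus 3 SD, cut at about 24% in these data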;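 note: 0% = DMSO plus EC80 ATP and 100% = DMSO alone without ATP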
* marks the source's active call; other numbers are inactive results.

Every second line gives: M4 PAM	CHRM4 agonist	M1 PAM parental	CHO-K1 Ca ag	M5 antag	M5 ag	M4 antag	M5 PAM	CHO-K1 Ca antag
C/C(=N/NC(=O)c1ccncc1)C1=C(O)CC(C)(C)CC1=O
    -1	0	26	1.1	1	-1	-10	7	-16
CCCc1cc(NCCCn2ccnc2)n2nc(C)c(-c3ccccc3)c2n1
    -3	1	16	1.1	8	-4	-1	-1	-7
COc1ccc(NC(=O)COc2ccc(/C=N/n3c(C)nnc3C)cc2OC)cc1
    -5	4	5	1.3	-8	-1	-9	-8	-1
CCc1ccc(-c2cc(C)no2)cc1S(=O)(=O)Nc1ccc(Cl)cn1
    5	-1	21	-0.2	3	0	6	2	-17
CCOC(=O)C1=CCN(S(=O)(=O)c2ccc(F)cc2)C1c1cccc(C)c1 (stereo unspecified)
    3	-1	11	0.5	-1	-6	-14	-8	-2
O=C(Nc1cccc(S(=O)(=O)NC2=NCCCCC2)c1)c1cc(-c2ccccc2)nc2ccccc12
    1	1	1	-0.2	4	-2	7	0	-6
CCn1cc(C(=O)OCC(=O)Nc2ccccc2OC(F)F)c(=O)c2ccc(C)nc21
    1	1	-13	-0.3	7	2	0	2	-2
COc1ccc(CNC(=O)COC(=O)/C=C/c2cccs2)cc1
    9	2	6	0.8	7	-1	1	-3	6
O=C(c1ccc(F)cc1)N1CCN(C2CC3CCC2C3)CC1 (stereo unspecified)
    13	0	12	0.2	-6	0	18	6	0
Nc1ncnc2c1ncn2[C@@H]1O[C@H](CNCc2cccn2-c2nccs2)[C@@H](O)[C@H]1O
    -2	0	15	0.4	-3	0	-2	0	-16
CCOc1cc(C(=O)NCC(C)(C)CNC(=O)c2cc(OCC)c(OCC)c(OCC)c2)cc(OCC)c1OCC
    -2	-2	-12	0.1	4	-8	3	-7	1
COc1cccc(NS(=O)(=O)c2csc(C(N)=O)c2)c1
    -1	1	1	1.1	1	1	-4	3	0
CCOC(=O)C1CCCN(C(=O)Cc2ccc(Cl)cc2)C1 (stereo unspecified)
    2	0	6	0.0	1	-1	2	2	-4
COc1ccc(-c2ccc(=O)n(CC(=O)NC3CCc4ccccc43)n2)cc1OC (stereo unspecified)
    -2	2	17	0.5	8	-4	4	0	-18
O=C(COC(=O)/C=C/c1ccc(Cl)cc1Cl)Nc1cccc(S(=O)(=O)NC2=NCCC2)c1
    3	2	5	6.0	-8	-1	-7	0	6
Cc1ccc(/C=C/C(=O)Nc2nnc(C)s2)o1
    0	0	-15	-0.1	-4	2	-5	2	17
Cc1ccc(NC(=O)CCCn2nc(C)c3c(C)n(-c4ccccc4)nc3c2=O)cc1C
    -5	0	-11	-0.6	12	-2	-9	-5	-4
CCN(Cc1cc(=O)n2cc(Cl)c(C)c(Cl)c2n1)Cc1nc2ccccc2c(=O)[nH]1
    -21	3	4	2.3	2	-3	12	-4	-5
Cc1cccc(CC(=O)N2CCCC2)c1
    -4	0	-7	-0.1	9	-1	5	-6	-10
COC(=O)C1C2CC(=O)C(C2)C1C(=O)OC (stereo unspecified)
    -6	1	6	0.2	-4	5	0	-3	-9
CC(=O)N[C@@H]1[C@@H](O)[C@@H]2OC(c3ccccc3)OC[C@H]2O[C@@H]1N=[N+]=[N-] (stereo partly specified)
    -2	1	-23	-0.4	-13	4	-6	3	12
O=C(CSCc1ccc(Br)cc1)N1CCCC1
    9	0	20	2.7	2	-1	-7	6	-22
CCCCN(C)CC(O)Cn1cc(/C=C/C(=O)c2cccs2)c2ccccc21 (stereo unspecified)
    -8	9	13	3.2	-1	2	13	0	-4
C=CCNc1nc(C(=O)OCC)nc2ccccc12
    -7	0	-12	0.0	-2	2	9	-1	12
COc1cc(Cl)c(C)cc1NC(=O)CCCn1c(=O)oc2ccccc21
    30*	1	-7	0.1	2	-2	-12	7	7
CCN=C1S/C(=C\c2cc(Cl)c(OC)c(OC)c2)C(=O)N1CC
    3	1	19	0.2	7	-4	1	-4	-5
Cc1csc(C(C)NC(=O)c2ccc(OC3CCN(CCc4ccccc4)CC3)cc2)n1 (stereo unspecified)
    -19	2	13	0.6	-10	-10	4	4	-7
CN1CCN(NC(=O)C23CC4CC(CC(C4)C2)C3)CC1
    7	1	28	1.7	-10	-2	-8	9	-18
CCOC(=O)C1=C(c2ccccc2)NC(SC)=C(C#N)C1c1ccco1 (stereo unspecified)
    3	-2	22	-0.6	3	-1	1	1	-9
CCCCCC/C=N/Nc1nnc(Cc2ccc(OC)c(OC)c2)c(=O)[nH]1
    -6	0	-3	-0.5	2	1	0	-1	-5
CCOC(=O)C1CCN(c2ncnc3c2cnn3-c2ccc(Cl)cc2)CC1
    4	1	-9	0.3	-14	0	-3	19*	6
COc1cccc(C(=O)Nc2cc(C(F)(F)F)ccc2Cl)c1
    4	-1	0	-0.8	5	-5	8	-3	-17
O=C(c1ccncc1)c1ccc(N2CCN(C3CC(=O)N(Cc4ccccc4)C3=O)CC2)cc1 (stereo unspecified)
    -12	19	2	11	13	6	-3	-19	5
O=C(CSc1ccc(-c2ccco2)nn1)c1ccccc1
    -4	4	1	0.9	5	0	0	-11	-10
CS(=O)(=O)N(Cc1ccco1)CC(O)Cn1cc(C=O)c2ccccc21 (stereo unspecified)
    7	4	14	2.4	7	3	1	-5	-14
COc1cc2c(OC(C)=O)c3c(c(-c4ccc5c(c4)OCO5)c2cc1OC)C(=O)OC3
    2	3	-1	0.1	1	1	-10	0	13
COc1cc(OC)cc(-c2cc3ncccc3cn2)c1
    6	1	-17	2.5	10	-3	-9	4	8
CC(C)NC(=O)C1CCCN(S(=O)(=O)c2ccc(-n3cnnn3)cc2)C1 (stereo unspecified)
    9	1	-6	0.1	0	2	3	3	18
Cc1cccc(NC(=O)CCS(=O)(=O)c2cccc3nonc23)c1C
    1	1	-10	0.3	1	-3	-8	6	-8
COC(=O)Cc1[nH]c(=S)[nH]c1C(=O)OC
    33*	2	17	0.3	5	-1	-4	7	-23
O=C(CSc1nc2nn(-c3ccccc3)c(=O)c-2c2n1CCCCC2)c1ccc(O)c(O)c1
    -6	2	9	1.3	1	-2	7	-6	-15
CCOc1ccccc1N1CCN(C(=O)c2cccc(S(=O)(=O)N3CCOCC3)c2)CC1
    1	9	-13	2.5	1	5	7	-12	-4
CCCc1c(-c2ccccc2)ncn1Cc1ccccc1OC
    -4	1	16	3.5	0	-2	-2	-5	-15
Cc1cccc(C2Nc3ccccc3C(=O)N2NC(=O)c2ccc([N+](=O)[O-])cc2)n1 (stereo unspecified)
    9	-1	18	0.4	-2	1	3	5	-6
CCCC(/C=C/c1ccc(OC(C)=O)cc1)=C1/c2ccccc2C(=O)N1c1ccccc1
    2	3	-9	-0.5	0	-1	-10	2	-3
COc1ccccc1NCC(=O)Nc1cc(S(=O)(=O)N2CCOCC2)ccc1N1CCOCC1
    -5	3	-9	0.4	-1	6	-7	8	-13
COc1cc(CNc2ncnc3c2ncn3[C@H]2CN(Cc3ccccc3)C[C@@H](COC(C)=O)O2)cc(OC)c1OC
    5	3	16	1.9	3	-2	-4	5	-8
Cc1cccc(C)c1NC(=O)c1cccnc1
    1	0	4	-0.5	-2	-2	3	4	2
O=C(NC1CC1)C1CCN(C2CCN(C(=O)c3c(F)cccc3Cl)CC2)CC1
    -1	9	-8	3.5	10	-4	3	-7	-9
CN(C)/C=C/C(=O)c1cnc(-c2ccccc2)s1
    -2	2	0	-0.2	-2	2	-6	0	-3
CCOC(=O)c1cc(-c2nnc(-c3ccc(Oc4ccccc4)cc3)o2)c(C)nc1C
    -3	1	12	0.2	-2	0	-5	-4	-3
CCOC(=O)/C(=N\Nc1ccccc1)S(=O)(=O)c1ccccc1
    8	0	-2	0.7	-2	-4	5	2	-4
CCCCN(CC)C(=O)c1cc2c(=O)[nH]c3ccc(C)cc3c2s1
    -4	3	-10	0.9	1	0	1	-5	1
CCN(CC)S(=O)(=O)c1ccc(N2CCOCC2)c(NC(=O)COc2ccc(OC)cc2)c1
    6	-1	0	0.0	3	0	-4	1	-2
Oc1ccc2ccccc2c1CN1CCCC1
    5	0	-6	-0.3	2	1	-2	-1	-9
CS(=O)(=O)N1CCN(C(=O)c2ccc(Cl)s2)CC1
    2	2	18	1.1	-3	0	-5	2	-2
CCCC(=O)c1cn(CC(=O)OC)c2ccccc12
    20	0	10	0.2	7	-4	0	-2	6
NC(=O)CN(c1ccc(Cl)cc1)S(=O)(=O)c1ccccc1
    5	0	-4	8.2	0	0	0	-2	6
O=C1N=C(N2CCCC2)CN1c1ccccc1
    5	2	26	-0.3	-4	-2	-9	-2	-18
CCC(C)C(=O)Nc1cc(C(=O)OC)ccc1C(=O)OC (stereo unspecified)
    -1	-1	15	0.0	-1	0	10	-1	-3

Later entries.
Every second line gives: M4 PAM	CHRM4 agonist	M1 PAM parental	CHO-K1 Ca ag	M5 antag	M5 ag	M4 antag	M5 PAM	CHO-K1 Ca antag
CCC(=O)Nc1cccc(-c2nnc(-c3ccccc3)o2)c1
    -10	10	18	4.5	4	2	3	3	-17
CCOC(=O)C1C2C=CC3(CN(Cc4ccccc4)C(=O)C13)O2 (stereo unspecified)
    0	1	17	0.3	2	-3	5	3	-12
Cc1cc(C)c2nc(Cl)c(C3NC(=O)c4ccccc4N3)cc2c1 (stereo unspecified)
    5	3	-3	0.0	9	2	-2	-6	7
COc1ccc(/C=C(\C#N)C(=O)Nc2cccc3ncccc23)cc1OC
    -9	4	-7	3.2	13	1	-8	-16	-9
CC(CN1CCNCC1)(NS(=O)(=O)c1ccccc1)c1ccccc1 (stereo unspecified)
    -10	1	12	0.3	7	-7	6	-9	-10
COC(=O)c1ccc2nc(-c3cccc(Br)c3)c(Cc3cccc(F)c3)n2c1
    2	0	11	0.2	-1	0	-6	-3	-9
COc1ccc(-c2noc(CCC(=O)N3CCN(c4cccc(C(F)(F)F)c4)CC3)n2)cc1
    -7	11	11	3.8	4	-2	12	-7	-8
COC(=O)C1=C(C)NC(=O)/C1=C\N(C)C
    -3	1	18	1.2	8	-1	8	-1	-3
O=C(O)c1ccccc1CSc1nc2ccccc2[nH]1
    -3	1	9	0.2	5	-4	3	-1	-9

Single records, from the list above:
COC(=O)c1ccc2nc(-c3cccc(Br)c3)c(Cc3cccc(F)c3)n2c1 as listed: M4 PAM = 2; CHRM4 agonist = 0; M1 PAM parental = 11; CHO-K1 Ca ag = 0.2; M5 antag = -1; M5 ag = 0; M4 antag = -6; M5 PAM = -3; CHO-K1 Ca antag = -9
COc1ccc(/C=C(\C#N)C(=O)Nc2cccc3ncccc23)cc1OC as listed: M4 PAM = -9; CHRM4 agonist = 4; M1 PAM parental = -7; CHO-K1 Ca ag = 3.2; M5 antag = 13; M5 ag = 1; M4 antag = -8; M5 PAM = -16; CHO-K1 Ca antag = -9
